TRPN1 ag = activates the zebrafish TRPN1 channel | actives 0.18% (n = 220,000) | AID 1424 | HEK293 zebrafish TRPN1-YFP, Fluo-8 calcium fluorescence; 100% = response to 87 µM carbachol | activation, % at 3 µM;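 active = activation above its plate's cutoff, the mean activation of test wells on that plate plus 3 SD, cut at about 19% in these data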;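 note: 0% = DMSO alone and 100% = 87 µM carbachol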
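Assay system: Zebrafish TRPN1-YFP in HEK293 cells | Incubation: Dye loading 1 h at 37 °C, then 30 min room temperature | Measured by: Kinetic Fluo-8 fluorescence, ex 470-495, em 515-575 nm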
NPY-Y1 antag = antagonists of human neuropeptide Y receptor Y1; P25929; HEK293-CNG Y1 cells, membrane potential fluorescence; NPY at EC95, then isoproterenol; inhibition, % at 3.6 µM; actives 1% (n = 200,000); AID 1040;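 active = inhibition above the campaign mean inhibition of all tested compounds plus 3 SD, cut at about 20% in these data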;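 note: 0% = DMSO wells given NPY plus isoproterenol and 100% = isoproterenol alone without NPY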
Target sequence (P25929 whole entry, looked up): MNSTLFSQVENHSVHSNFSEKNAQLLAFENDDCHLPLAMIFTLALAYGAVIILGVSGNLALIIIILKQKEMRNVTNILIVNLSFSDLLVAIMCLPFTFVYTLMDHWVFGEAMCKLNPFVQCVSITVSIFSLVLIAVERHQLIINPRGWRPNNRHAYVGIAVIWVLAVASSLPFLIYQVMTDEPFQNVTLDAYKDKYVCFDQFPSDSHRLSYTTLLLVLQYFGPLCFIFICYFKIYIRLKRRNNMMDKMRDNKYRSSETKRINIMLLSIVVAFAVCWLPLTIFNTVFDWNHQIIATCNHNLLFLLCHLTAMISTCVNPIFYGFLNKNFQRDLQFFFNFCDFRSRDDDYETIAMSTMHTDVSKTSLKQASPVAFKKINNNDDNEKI
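Test system: HEK293 cells co-expressing NPY Y1 receptor and cyclic-nucleotide gated channel; Also added: NPY (25 nM), isoproterenol (1 µM), Ro 20-1724 (25 µM); Compound dosing: one concentration, 3.6 µM, in 0.4% DMSO; Timing: dye 3 h, compound 60 min room temperature, stimulation 45 min; Technique: Membrane-potential fluorescent dye readout.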
EP2 antag = inhibitors of human EP2 prostaglandin E2 receptor; P43116; C6 glioma cells expressing human EP2, cAMP TR-FRET; cells stimulated with saturating PGE2; inhibition, % at 25 µM; actives 0.52% (n = 260,000);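 active = percent inhibition above 40 after rounding to a whole number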;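 note: rat C6 glioma host cells with rolipram phosphodiesterase inhibitor present; the protocol text gives 20 µM as final concentration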
Target sequence (P43116 whole entry, looked up): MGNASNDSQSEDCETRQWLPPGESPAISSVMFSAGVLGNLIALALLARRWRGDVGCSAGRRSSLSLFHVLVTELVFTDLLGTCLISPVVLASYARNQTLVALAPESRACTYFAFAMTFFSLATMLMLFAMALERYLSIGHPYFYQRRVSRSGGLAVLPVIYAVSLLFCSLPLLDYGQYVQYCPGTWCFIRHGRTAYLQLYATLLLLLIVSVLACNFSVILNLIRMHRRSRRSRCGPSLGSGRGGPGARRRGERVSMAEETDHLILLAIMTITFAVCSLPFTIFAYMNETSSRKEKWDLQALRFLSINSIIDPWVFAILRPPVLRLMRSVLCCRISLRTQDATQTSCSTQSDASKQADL
NPY-Y1 PAM-ag = human NPY-Y1 potentiation or agonism, primary screen; NPY-Y1 expressing cells, potentiator/agonist activation; activation, % at 3.6 µM; actives 0.37% (n = 220,000); AID 1304; in the data active = activation above about 33%, passing the limit was not always enough;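 note: cells stimulated with NPY at EC10 then isoproterenol at EC100; 0% = low agonist plus stimulus and 100% = saturating agonist plus stimulus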
TRPML3 ag = agonists of human TRPML3 channel; Q8TDD5; HEK293 TRPML3-YFP, Fluo-8 calcium fluorescence; 100% = the carbachol control signal; activation, % at 3 µM; actives 0.29% (n = 220,000); AID 1448;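 active = activation above its plate's cutoff, the mean activation of the plate's test wells plus 3 SD, cut at about 12% in these data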;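 note: 0% = DMSO only wells and 100% = carbachol wells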
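Test system: HEK293 cells stably carrying human TRPML3-YFP; Doses: single dose, 3 µM final nominal compound, 0.3% DMSO final; Schedule: dye loading 1 h 37 °C then 30 min ambient, 125 s read; Technique: Fluo-8 calcium fluorescence; Benchmarks: high control carbachol 87 µM, low control DMSO.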
14-3-3 Bad PPI = disrupts binding of bovine 14-3-3 zeta to phospho-Bad peptide; inhibition, % at 21.7 µM; P63103; AID 781; actives 0.71% (n = 220,000); TR-FRET 14-3-3zeta/Dy647-pBad peptide displacement, 1 h;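 active = inhibition above about 70%, limit read from the data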;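 note: 0% = full 14-3-3 plus peptide FRET controls and 100% = background without 14-3-3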
Target sequence (P63103 whole entry, looked up): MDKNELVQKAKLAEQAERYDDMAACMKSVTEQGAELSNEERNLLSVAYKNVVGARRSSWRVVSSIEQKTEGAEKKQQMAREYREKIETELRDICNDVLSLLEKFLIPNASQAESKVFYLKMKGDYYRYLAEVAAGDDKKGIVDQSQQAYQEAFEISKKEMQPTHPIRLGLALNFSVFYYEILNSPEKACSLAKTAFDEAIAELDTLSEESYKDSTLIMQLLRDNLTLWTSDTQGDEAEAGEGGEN
PPC-1+TRAIL kill = PPC-1 cancer cell killing with TRAIL present; PPC-1 cells + TRAIL, ATPLite viability luminescence; cell killing (% activity), % at 4 µM; actives 0.41% (n = 220,000);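 active = cell killing above 50% in the first pass at 4 µM, then a duplicate retest at 5 µM averaging 50% or more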;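 note: plate controls were cells with TRAIL plus DMSO for no effect and medium-only wells lacking cells for full effect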
EP2 modulator = EP2 receptor (human) modulation. EP2-expressing cells, cAMP HTRF FRET, PGE2 co-stimulation. induction, % at 25 µM. actives 0.83% (n = 260,000);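 active = compounds whose cAMP rise, as percent of the full-agonist control response, exceeds 60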;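 note: rat C6 glioma line stably carrying human EP2 under a CMV promoter; the protocol text gives 20 µM as final concentration; 100% = response of wells given 1 µM PGE2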
CHOP inhibitor = blocks CHOP induction under ER stress; CHO-K1 CHOP-promoter luciferase, tunicamycin-induced, 15-18 h; inhibition, % at 10 µM; actives 3.8% (n = 220,000);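 active = compounds that reduced the stress-induced luciferase reporter signal by more than about 70% of percent inhibition, limit read from the data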;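 note: 0% = tunicamycin plus vehicle and 100% = wells without tunicamycin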
An asterisk follows results filed as active; / = no result given; & = joins results of further samples; [ ] = another dose, or the depositor's remark. The list is partial. The share of hits here may be higher or lower than overall.

compound,TRPN1 ag,NPY-Y1 antag,EP2 antag,TRPML3 ag,EP2 modulator,NPY-Y1 PAM-ag,14-3-3 Bad PPI,PPC-1+TRAIL kill,CHOP inhibitor
Cc1nn(C)c(Oc2cccc(Cl)c2)c1C=O,-0.1,-2,3,0.1,4,-11,2,-2,7
Cc1ccsc1/C=C1\CCc2ccccc2C1=O,-0.9,2,7,-0.1,-21,7,2,50,77*
CC(C)[C@H](Nc1ncnc2c1oc1ccccc12)C(=O)O,0.0,/,12,1.2,-6,5,-14,-6,13
CN(C)c1ccc(S(=O)(=O)N(C)C)cc1[N+](=O)[O-],-0.2,0,2,0.3,26,11,-10,2,29
O=S(=O)(c1ccc(Cl)s1)N1CCN(Cc2ccccc2)CC1,-1.2,-2,6,-0.3,-7,-1,-9,25,81*
Cc1ccc(/C=C2\CCC3=C2OC(N)=C(C#N)C3c2ccc(C)cc2)cc1 (configuration not stated),14,-1,15,6.9,2,23,7,2,98*
CN(C(=O)c1ccccn1)c1nnc(-c2ccccn2)s1,1.2,-2,18,0.3,13,-4,-8,11,-16
CCOC(=O)c1c(C)oc2c1c(C(c1cccnc1)N1CCCCC1)c(O)c1ccccc12 (configuration not stated),-0.6,6,13,0.7,56,-21,19,27,17
O=C(NCC1CCCO1)c1cnn2c1NC(c1ccccc1)CC2C(F)(F)F (configuration not stated),-0.6,1,13,-0.7,8,-2,-2,-15,2
Cc1ccc(NC(=O)COC(=O)c2ccco2)cc1,0.8,-4,15&10,1.4,-82&4,5,-10,6,10
COc1ccc(Cn2c(=O)[nH]c3cc(C(=O)NCc4ccc5c(c4)OCO5)ccc3c2=O)cc1,-0.3,0,/,-0.4,-1,-3,42,/,0
CCOc1ccc2nc(SCC(=O)Nc3ccc4c(c3)OCO4)sc2c1,1.0,3,15,0.3,0,-48,-13,23,-11

Retrieved by compound from the list above (two):
compound,TRPN1 ag,NPY-Y1 antag,EP2 antag,TRPML3 ag,EP2 modulator,NPY-Y1 PAM-ag,14-3-3 Bad PPI,PPC-1+TRAIL kill,CHOP inhibitor
Cc1ccc(NC(=O)COC(=O)c2ccco2)cc1,0.8,-4,15&10,1.4,-82&4,5,-10,6,10
Cc1ccsc1/C=C1\CCc2ccccc2C1=O,-0.9,2,7,-0.1,-21,7,2,50,77*

The results go on.
compound,TRPN1 ag,NPY-Y1 antag,EP2 antag,TRPML3 ag,EP2 modulator,NPY-Y1 PAM-ag,14-3-3 Bad PPI,PPC-1+TRAIL kill,CHOP inhibitor
CC(=O)Oc1c(C)c(=O)n(C)c2ccccc12,0.9,4,4,1.4,5,-18,14,8,18
CCN(CC)C(=O)Cn1cc(S(=O)(=O)CC(=O)NCCc2ccc(OC)c(OC)c2)c2ccccc21,0.1,-1,6,0.6,29,8,-16,3,38
CCOc1ccc(NS(=O)(=O)c2ccc(NS(C)(=O)=O)cc2)cc1,-0.1,-3,21,0.7,-11,4,14[fluorescence artefact?],5,1
CCCN1C(=O)/C(=C\C=C2\N(CC)c3ccccc3C2(C)C)SC1=S,7.2,-1,0,2.2,8,1,-4,16,5
O=C(O)CN(CCO)CCN(CC(=O)O)CC(=O)O,0.3,3,16,1.2,33,-11,-3,8,18
COc1cc(C(=O)NNC(=O)c2ccc(NC(C)=O)cc2)cc(OC)c1OC,-0.4,0,7,0.7,1,11,-7,7,-8
Cc1cccc(-c2nnc(SCC#N)n2-c2ccccc2)c1,-0.4,-11,9,-0.7,25,2,-2,2,7
CC(C)=C1SC(N2CCN(c3cccc(C(F)(F)F)c3)CC2)=NC1=O,-0.3,4,4,0.8,-8,23,-12,17,1
COc1ccc(CCC(=O)N(C)CC(=O)Nc2ccc(N3CCOCC3)cc2)cc1,-0.2,5,8,1.1,6,-11,-17,24,7
O=C(Nc1nnc(C2CCCCC2)s1)c1cccs1,1.9,-2,6,0.5,14,0,10,24,36
C=C(C)CNC(=S)Nc1cccc(S(=O)(=O)NC2=NCCC2)c1,1.4,8,5,0.8,5,3,-12,15,-4
O=S1(=O)N=C(N/N=C/C=C/c2ccccc2)c2ccccc21,0.8,4,4,0.9,-20,-14,-1[fluorescence artefact?],23,-25

Some entries already given, showing only TRPML3 ag:
SMILES | TRPML3 ag
O=C(NCC1CCCO1)c1cnn2c1NC(c1ccccc1)CC2C(F)(F)F (configuration not stated) | -0.7
Cc1ccc(NC(=O)COC(=O)c2ccco2)cc1 | 1.4
COc1ccc(Cn2c(=O)[nH]c3cc(C(=O)NCc4ccc5c(c4)OCO5)ccc3c2=O)cc1 | -0.4

Additional compounds:
compound,TRPN1 ag,NPY-Y1 antag,EP2 antag,TRPML3 ag,EP2 modulator,NPY-Y1 PAM-ag,14-3-3 Bad PPI,PPC-1+TRAIL kill,CHOP inhibitor
C=CCc1c(C)nc(C)nc1N/N=C/c1ccccc1O,-0.4,11,3,0.2,6,-28,5,28,22
C=CCNC(=S)NNC(=O)c1ccc(OC(C)C)cc1,-0.7,11,5,1.0,16,12,-5[fluorescence artefact?],14,12
CCCCCCCCN1C(=O)N(C)C(N(O)C(=O)NC)C1(C)C (configuration not stated),0.0,-1,10,-0.2,-7,-2,2[fluorescence artefact?],5,2
Cc1c(C(=O)NC2CCCc3ccccc32)oc2ccc(S(=O)(=O)N3CCCCC3)cc12 (configuration not stated),-0.3,-1,7,0.7,-9,-25,-2,44,85*
CC(C)(C)NC(=O)c1ccccc1NC(=O)c1ccc2c(c1)OCO2,0.8,7,10,0.4,-1,-33,-2,-4,16
Cc1ccc(C(=O)COC(=O)CNC(=O)COc2ccccc2C)cc1C,-0.3,3,12,-0.9,-50,-15,0,-12,11
COc1cc(=O)n2c(n1)SCCC2,0.1,4,7,-0.5,4,3,-9,6,-6
C=CCSc1nc2c(cnn2-c2ccccc2)c(=O)n1N,1.5,/,11,1.2,-40,7,-2,11,3
CSc1nc(-c2ccccc2)nc(N2CCN(C)CC2)c1C(C)=O,-0.9,7,16,-0.6,-17,-18,-3[fluorescence artefact?],11,17
COC(=O)Cn1c2ccc(C)cc2c2nc(C)sc21,-1.3,-4,3,0.1,-20,18,1[fluorescence artefact?],25,-10
Cc1ccccc1C(=O)Nc1nnc(-c2ccc(F)cc2)o1,1.2,0,5,0.0,0,-7,1,9,25
COc1cc(NC(=O)COC(=O)c2ccc(C)c(S(=O)(=O)N3CCCCC3)c2)c(C)cc1[N+](=O)[O-],2.5,-1,3,0.4,-16,-27,-3,13,46
C/C=C(\C)C(=O)NCCN1C2=NC[C@H](C(C)C)N2C[C@H]1Cc1ccc(O)cc1,-1.2,2,-4,-0.3,15,17,0,-2,3
O=C(NCCN1CCCC1)C1CCN(S(=O)(=O)N2CCC3(CC2)OCCO3)CC1,1.2,-6,3,1.2,31,-5,8,-32,-25
O=C(CN1CCCC1)N1CCCc2c1c(=O)oc1ccc(OCc3ccccc3)cc21,0.6,17,5,0.3,/,-39,/,18,/
Cc1cccc(C(=O)O/N=C(\N)c2ccc(Br)cc2)c1,5.1,-2,21,0.7,16,-7,-5[fluorescence artefact?],1,-3
COc1ccc(-c2cc(C(F)F)n3ncc(C(=O)N4CCCCC4)c3n2)cc1,-2.6,7,11,-1.8,-45,-2,12,5,39
COc1nc(N/N=C/c2cc3c(cc2Br)OCO3)nc(N2CCOCC2)n1,-3.6,3,13,0.0,0,10,12,-8,-10
CC(C)NC(=O)CSc1nc2ccccc2n1-c1ccccc1,-2.2,2,5,-1.4,23,-5,-13[fluorescence artefact?],28,13
COC(=O)Cc1ccc(NC(=S)NCCCN2CCOCC2)cc1,-0.1,2,4,0.6,14,-9,-3,-11,3
CCn1c(=O)n(CC)c2cc(S(=O)(=O)N3CCc4ccccc43)ccc21,10,1,8,9.0,-39,-18,-5,14,/
CC(=O)Nc1cc2cc(NS(=O)(=O)c3ccc(Cl)cc3)ccc2oc1=O,0.3,/,8,0.8,4,11,-4,8,19
Cc1nnc(NC(=O)CCC(=O)NCc2cccs2)s1,0.5,2,1,-0.4,28,18,7,11,7
O=C(CSc1nnc(-c2ccco2)n1Cc1ccccc1)OC1CCCCC1,-2.1,14,5,-0.7,15,-36,5,15,10
COc1ccc(CCCc2nnc(SCc3nc4ccccc4c(=O)[nH]3)n2C)cc1C,-0.6,0,0,0.3,1,-15,2,8,24
N#Cc1cccc(NC(=O)CN2C(=O)NC(Cc3ccccc3)C2=O)c1 (configuration not stated),-1.6,/,10,1.3,1,7,0,-1,17
CC1(C)CC(=O)C(C=NCCN2CCN(C(=S)Nc3ccc(F)cc3)CC2)=C(O)C1,-0.7,0,8,0.8,11,-13,4,7,2
COc1ccc(S(=O)(=O)ON=C2CC(C)(C)N(C(C)=O)C(C)(C)C2)cc1,1.4,1,4,0.4,-17,-6,-7,-12,-10
COc1cccc(/C=C/C(=O)OCC(=O)c2ccc3c(c2)NC(=O)CO3)c1OC,3.6,2,8,2.0,-10,0,-8,1,-5
O=P(O)(O)c1ccccc1OCc1ccccc1,-0.4,-3,13,0.9,8,4,-1[fluorescence artefact?],11,14
CC(C)CCOC(=O)C1C2C=CC3(CN(Cc4cccs4)C(=O)C13)O2 (configuration not stated),0.6,2,5,0.5,0,6,-1,24,18
CC(Cc1cccs1)NC(=O)Nc1ccc(Cl)cc1 (configuration not stated),1.9,-1,/,1.4,-37,7,3,9,65
O=c1c([N+](=O)[O-])c(N2CCCC2)c2ccccc2n1-c1ccccc1,-0.1,-3,9,0.0,25,-5,-3,/,21
Cc1sc(NC(=O)c2ccccc2)c(C(=O)NCCN(C)C)c1C,0.8,-4,6,0.7,-21,1,-4,13,-30
CCN1CCCC1CNC(=O)c1c(O)c2c([nH]c1=O)CCCC2 (configuration not stated),0.2,3,16,4.5,5,-2,3,22,-19
Cc1[nH]c2ccccc2c1SCC(=O)N1CCCc2ccccc21,0.5,-6,9,0.9,-17,10,8,-6,64
N#Cc1cnc(Nc2nc3ccccc3o2)nc1-c1ccccc1,1.1,0,25,0.8,8,-15,-1[fluorescence artefact?],11,-5
CCC(=O)Nc1c(-c2ccc(OC)cc2)c(=O)c2ccccc2n1C,1.2,1,13,0.2,28,11,0,-2,-7
Cc1cc(C)n(-c2nc3c(c(=O)[nH]c(=O)n3C)n2CC(O)COc2ccccc2)n1 (configuration not stated),0.5,-1,7,0.2,24,4,9[fluorescence artefact?],-18,33
CC(C)Cn1c(SCC(=O)Nc2cccc(S(N)(=O)=O)c2)nc2ccccc2c1=O,-0.4,1,10,-0.3,-60,17,1,25,3
O=C(Oc1ccccc1)c1cc2ccccc2oc1=O,-0.4,2,6,-0.1,18,-5,5,12,11

Screening data as filed in PubChem.
